Source: PubChem BioAssay (National Center for Advancing Translational Sciences (NCATS))
D2 ag: activates the human D2 dopamine receptor | HEK293 T-REx D2 cells, calcium flux agonist mode | 340,000 tested, 0.53% active | activation, % at 2 µM;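 active = activation over 3 SD above normal in the single-dose calcium agonist read, cut at about 30% in these data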; also: 0% is about no effect
Target sequence (P14416 whole entry, looked up): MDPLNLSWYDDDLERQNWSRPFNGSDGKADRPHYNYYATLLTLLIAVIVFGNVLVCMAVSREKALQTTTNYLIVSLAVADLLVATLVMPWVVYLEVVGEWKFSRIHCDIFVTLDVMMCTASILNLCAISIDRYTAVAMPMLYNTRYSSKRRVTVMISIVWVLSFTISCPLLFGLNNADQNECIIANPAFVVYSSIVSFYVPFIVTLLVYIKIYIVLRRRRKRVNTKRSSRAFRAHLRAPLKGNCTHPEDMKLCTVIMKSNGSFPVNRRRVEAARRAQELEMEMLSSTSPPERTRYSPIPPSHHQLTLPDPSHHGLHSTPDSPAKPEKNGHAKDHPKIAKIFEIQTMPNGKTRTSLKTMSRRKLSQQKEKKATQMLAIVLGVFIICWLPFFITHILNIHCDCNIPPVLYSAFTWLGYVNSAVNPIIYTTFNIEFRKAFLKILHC
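Tetracycline-induced HEK293 T-REx cells with force-coupled D2 receptor, plated overnight at 30 C, loaded with no-wash calcium dye. After a 10 s baseline, compound was pin-added and calcium flux read kinetically for 180 s; calcium rises flagged agonists.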
USP1-UAF1 inh: blocks the human USP1/UAF1 deubiquitinase complex; 390,000 tested, 0.23% active; recombinant USP1/UAF1, Ub-Rhodamine cleavage fluorescence; AID 743255; Potency, µM (doses to about 57.1 µM), for inactives: at the highest dose activity change, negative = inhibition, usual class: inhibitors; also: potency is read from the fitted curve at half-maximal effect; % is scaled to controls: 0 for no effect and ±100 for the full control effect; nearly all actives have a fitted effect of over 60% in size; inactives centre near -12
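USP1/UAF1 complex at 1 nM was preincubated with compound for 15 min at room temperature, then Ub-Rho substrate (150nM final) was added. Fluorescence (480/540 nm) was read kinetically, 6 reads every 60 seconds.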
TrxR1 substrate: rat thioredoxin reductase 1 substrate activity; purified TrxR1 substrate turnover, NADPH consumption readout; Potency, µM (titrated, usually from 114 µM), without a hit: at the highest dose activity change, negative = substrate turnover; 390,000 tested, 0.01% active; also: potency is read from the fitted curve at half-maximal effect; % is scaled to controls: 0 for no effect and ±100 for the full control effect; nearly all actives have a fitted effect of over 50% in size
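Rat TrxR1, dispensed at 90 nM, was prereduced with 400 uM NADPH (final) for 5 min at ~22 deg C, then incubated with compound 15 min before 400 uM selenite. A first-read NADPH fluorescence drop versus no-compound background flagged substrates.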
TRHR ag: TRH receptor (human) agonism; activation, % at 2 µM; 360,000 tested, 0.18% active; P34981; TRHR cells, calcium flux fluo-8, FDSS agonist mode; in the data active = activation above about 30%; also: 0% is about no effect
Target sequence (P34981 whole entry, looked up): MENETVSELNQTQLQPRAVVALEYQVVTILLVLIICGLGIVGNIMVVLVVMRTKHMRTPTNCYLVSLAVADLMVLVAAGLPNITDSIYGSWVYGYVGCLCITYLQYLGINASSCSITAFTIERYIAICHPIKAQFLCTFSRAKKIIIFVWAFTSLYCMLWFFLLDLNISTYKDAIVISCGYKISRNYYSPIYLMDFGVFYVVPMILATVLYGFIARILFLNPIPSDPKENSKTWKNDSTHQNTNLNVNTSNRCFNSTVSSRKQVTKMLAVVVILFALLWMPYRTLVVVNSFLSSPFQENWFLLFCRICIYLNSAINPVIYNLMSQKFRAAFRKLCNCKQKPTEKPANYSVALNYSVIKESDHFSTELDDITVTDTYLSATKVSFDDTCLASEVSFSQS
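Fluo-8-loaded TRHR cells; 10 s baseline, compound added, kinetic Ca2+ fluorescence read 1/s, agonist mode.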
TRHR enhancer: allosteric enhancers of human TRH receptor; P34981; TRHR cells, fluo-8 calcium fluorescence, EC20 TRH enhancement; enhancement, % at 2 µM; 360,000 tested, 0.66% active; AID 493056; in the data active = enhancement above about 30%; also: 0% is about no effect
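Enhancer read-out: after compound pinning and an initial kinetic agonist-mode read, an EC20 of TRH (10 nM final) was injected and fluo-8 calcium signal (Ex 480/Em 530) followed at 1 s/cycle for 100 cycles in TRHR-expressing cells.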
Pin1 inhibitor: blocks the human prolyl isomerase Pin1; AID 504891; Potency, µM (doses to about 115 µM), for the others: at the top dose activity, negative = inhibition, usual class: inhibitors; 390,000 tested, 0.009% active; Pin1 FP peptide displacement, HiFluor488, 10 min; Q13526; active = well fitted inhibition curve with a large enough effect in the polarisation, with a control signal flat, not every such curve was filed as active; inconclusive = small, poorly fitted or top-dose-only effect, or effect the other way, or a change in a side signal; inactive = no such curve, though single readings can be large or run the other way; the % refers to the polarisation; also: potency is read from the fitted curve at half-maximal effect; % is scaled to controls: 0 for no effect and ±100 for the full control effect
Target sequence (Q13526 whole entry, looked up): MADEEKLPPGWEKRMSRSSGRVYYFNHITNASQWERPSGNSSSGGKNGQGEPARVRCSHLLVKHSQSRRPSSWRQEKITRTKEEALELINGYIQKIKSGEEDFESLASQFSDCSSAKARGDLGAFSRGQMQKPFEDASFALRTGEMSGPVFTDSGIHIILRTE
rTrxR1 inhibitor: rat TrxR1 inhibition; O89049; recombinant rTrxR1, NADPH fluorescence consumption, selenite substrate; Potency, µM (highest dose often 114 µM), for inactives: at the top dose activity change, negative = inhibition, most hits filed as inhibitors; 390,000 tested, 1% active; AID 588453; also: potency is read from the fitted curve at half-maximal effect; % is scaled to controls: 0 for no effect and ±100 for the full control effect; nearly all actives have a fitted effect of over 65% in size
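Rat TrxR1 (90 nM in the dispensed reagent) was pre-reduced with 400 uM NADPH for 5 min at room temperature, then incubated with compound for 15 min. After 400 uM selenite was added, NADPH fluorescence (Ex 340/Em 450 nm) was followed for 8 min.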
D2 antagonist: D2 dopamine receptor (human) antagonism. inhibition, % at 10 µM. P14416. HEK293 TREx D2 cells, calcium flux, dopamine EC80. 340,000 tested, 2% active; in the data active = inhibition above about 30%; also: 0% is about no effect
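Inhibition of EC80 dopamine-driven calcium flux, recorded kinetically, defines activity here; cells are a tetracycline-induced HEK293 T-REx line expressing force-coupled D2.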
mIDH1 inhibitor: inhibitors of human mutant IDH1 R132H; O75874; IDH1-R132H enzyme, NADPH consumption, diaphorase/resazurin fluorescence; Potency, µM (doses to about 76.6 µM), inactives show at the highest dose activity change, negative = inhibition, actives largely listed as inhibitors; 390,000 tested, 0.093% active; AID 602179; also: potency is read from the fitted curve at half-maximal effect; % is scaled to controls: 0 for no effect and ±100 for the full control effect; nearly all actives have a fitted effect of over 65% in size
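IDH1-R132H (0.5 ug/mL dispensed) in pH 7.5 Tris buffer was preincubated 30 min with compound, then given a substrate mix of 0.016 mM NADPH and 2 mM alpha-KG for 80 min at room temperature; remaining NADPH was read by diaphorase/resazurin fluorescence.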
* hit, by the source's call; ? = inconclusive; . = not tested or not shown; [ ] = remark or other dose. Unless noted, calls follow the shape of the dose curve; as a rule, active = well fitted inhibition curve with a large enough effect; inconclusive = small, poorly fitted or top-dose-only effect; inactive = no such curve, though single readings can be large or run the other way. An excerpt; the hit share may differ from the screen's.

Start of the data: the first 14 entries as a preview:
SMILES	D2 ag	USP1-UAF1 inh	TrxR1 substrate	TRHR ag	TRHR enhancer	Pin1 inhibitor	rTrxR1 inhibitor	D2 antagonist	mIDH1 inhibitor
Cc1cnc(C(=O)OCC(=O)N(CC(C)C)C2CCS(=O)(=O)C2)cn1 (stereo not given)	.	-18%	0%	.	.	0%	9%	.	0%
Nn1cnnc1SC1CCCCC1NS(=O)(=O)c1ccccc1 (stereo not given)	-2.0	6%	3%[57.1 µM]	-0.3	5	0%	7%[57.1 µM]	3	4%
O=C(NCCc1ccccc1)C1COc2ccccc2O1 (stereo not given)	0.4	-22%	4%	-0.7	-9	-1%	16%	-5	6%
CC(C)Cc1nnc(NC(=O)Cc2ccccc2[N+](=O)[O-])s1	2.0	-20%	5%[57.1 µM]	0.8	4	-9%	-4%[57.1 µM]	0	7%
Cc1cc(C)c(OCC(=O)Nc2ccc3c(c2)OCO3)cc1C	-1.1	-12%	-11%	-0.9	-2	-1%	-9%	-5	3%
Cc1cc2c(C)nc(-c3ccccc3)nc2o1	0.0	-6%	3%	0.0	0	9%	4%	6	-3%
COCCCNCCCOc1ccc(Cl)cc1C(C)(C)C	0.3	-7%	-4%[57.1 µM]	-0.2	6	-10%	-25%[57.1 µM]	-6	7%
COc1cc(O)ccc1C1CC(=O)Nc2c1c(=O)nc(SCc1ccccc1C)n2C (stereo not given)	.	-2%	-8%	-2.1	4	3%	-6%	.	-23%
CCOC(=O)c1cn2nc(N3CCCC3)ccc2n1	-0.6	0%	6%[57.1 µM]	-0.6	8	-6%	23%[57.1 µM]	-21	8%
NC(=O)CC(NC(=O)Cc1ccc(Cl)cc1)c1ccc(NC2CC3CCC2C3)c([N+](=O)[O-])c1 (stereo not given)	0.7	18%	2%[57.1 µM]	-0.6	7	0%	1%[57.1 µM]	-2	-3%
O=C(Nc1nccs1)c1nc[nH]c1C(=O)NCc1ccccc1	-0.2	-1%	-14%	-0.1	-1	4%	-12%	-3	-12%
COc1ccccc1-c1nnc(NC(=O)CSc2nncn2C)s1	0.5	-27%	5%[57.1 µM]	0.0	-3	10%	22%[57.1 µM]	11	-1%
O=C1CC(c2ccco2)CC(O)=C1C=Nc1cc(Cl)ccc1Cl (stereo not given)	-0.2	-9%	-1%	-0.2	-2	-16%	?	-19	1%
Cc1cc(C(=O)NCCCn2ccnc2)sc1-c1ccccc1	0.4	-18%	28%	-0.7	4	0%	27%	47*	10%

The list itself, repeating the preview:
SMILES	D2 ag	USP1-UAF1 inh	TrxR1 substrate	TRHR ag	TRHR enhancer	Pin1 inhibitor	rTrxR1 inhibitor	D2 antagonist	mIDH1 inhibitor
Cc1cnc(C(=O)OCC(=O)N(CC(C)C)C2CCS(=O)(=O)C2)cn1 (stereo not given)	.	-18%	0%	.	.	0%	9%	.	0%
Nn1cnnc1SC1CCCCC1NS(=O)(=O)c1ccccc1 (stereo not given)	-2.0	6%	3%[57.1 µM]	-0.3	5	0%	7%[57.1 µM]	3	4%
O=C(NCCc1ccccc1)C1COc2ccccc2O1 (stereo not given)	0.4	-22%	4%	-0.7	-9	-1%	16%	-5	6%
CC(C)Cc1nnc(NC(=O)Cc2ccccc2[N+](=O)[O-])s1	2.0	-20%	5%[57.1 µM]	0.8	4	-9%	-4%[57.1 µM]	0	7%
Cc1cc(C)c(OCC(=O)Nc2ccc3c(c2)OCO3)cc1C	-1.1	-12%	-11%	-0.9	-2	-1%	-9%	-5	3%
Cc1cc2c(C)nc(-c3ccccc3)nc2o1	0.0	-6%	3%	0.0	0	9%	4%	6	-3%
COCCCNCCCOc1ccc(Cl)cc1C(C)(C)C	0.3	-7%	-4%[57.1 µM]	-0.2	6	-10%	-25%[57.1 µM]	-6	7%
COc1cc(O)ccc1C1CC(=O)Nc2c1c(=O)nc(SCc1ccccc1C)n2C (stereo not given)	.	-2%	-8%	-2.1	4	3%	-6%	.	-23%
CCOC(=O)c1cn2nc(N3CCCC3)ccc2n1	-0.6	0%	6%[57.1 µM]	-0.6	8	-6%	23%[57.1 µM]	-21	8%
NC(=O)CC(NC(=O)Cc1ccc(Cl)cc1)c1ccc(NC2CC3CCC2C3)c([N+](=O)[O-])c1 (stereo not given)	0.7	18%	2%[57.1 µM]	-0.6	7	0%	1%[57.1 µM]	-2	-3%
O=C(Nc1nccs1)c1nc[nH]c1C(=O)NCc1ccccc1	-0.2	-1%	-14%	-0.1	-1	4%	-12%	-3	-12%
COc1ccccc1-c1nnc(NC(=O)CSc2nncn2C)s1	0.5	-27%	5%[57.1 µM]	0.0	-3	10%	22%[57.1 µM]	11	-1%
O=C1CC(c2ccco2)CC(O)=C1C=Nc1cc(Cl)ccc1Cl (stereo not given)	-0.2	-9%	-1%	-0.2	-2	-16%	?	-19	1%
Cc1cc(C(=O)NCCCn2ccnc2)sc1-c1ccccc1	0.4	-18%	28%	-0.7	4	0%	27%	47*	10%
CC(C)N1CCc2c(sc(NC(=O)c3ccc(S(=O)(=O)N4CCOCC4)cc3)c2C(N)=O)C1	3.4	-11%	-7%[57.1 µM]	10	2	45%[activator]	-7%[57.1 µM]	-9	-3%
CN(C)c1cccc(C(=O)OCC(=O)N(Cc2ccccc2)C2CCS(=O)(=O)C2)c1 (stereo not given)	0.5	-12%	17%	0.2	6	4%	46%[activator]	6	-1%
CCOC(=O)C1=C(CNCc2ccc(C)cc2)NC(=O)NC1c1cc(C)ccc1C (stereo not given)	1.0	-15%	8%	-0.2	-1	1%	26%	-4	2%
COc1cccc(CNC(=O)c2ccc3c(c2)c(C)c(C)n3Cc2ccccc2)c1	0.2	?	-1%[57.1 µM]	0.4	-7	53%[activator]	6%[57.1 µM]	.	9%
COc1cc(-c2nnc(-c3ccncc3)o2)ccc1OCc1ccccc1	0.7	-7%	27%	-1.1	-9	26%	28%	12	0%
Cc1ccc(NC(=O)NC(=O)CN2C(=O)NC3(CCCCCCC3)C2=O)c(C)c1	1.4	-11%	-1%	0.2	-3	-1%	9%	23	-4%
Cc1c(C(=O)N2CCOCC2)sc2ncnc(N3CCc4ccccc4C3)c12	-0.7	-17%	8%	-0.3	5	-6%	-17%	15	1%
Cc1ccc(-c2cc(C(F)(F)F)nc(SCC(=O)c3cccc([N+](=O)[O-])c3)n2)cc1	0.4	-12%	-6%	0.4	-8	1%	0%	-4	0%
Cc1sc2ncnc(N/N=C/c3ccccc3O)c2c1C	0.2	-5%	-24%	0.5	-3	11%	-34%	-4	-5%
Cc1ccc(-c2nnn(CC(=O)Nc3ccc(S(=O)(=O)N4CCC(C)CC4)cc3)n2)cc1	0.1	-8%	-15%	0.0	0	18%	-5%	-16	-11%
O=c1c(Cc2ccc(F)cc2)c(O)ccn1CC1CCCO1 (stereo not given)	0.6	-3%	-7%	0.9	1	2%	-9%	18	10%
SMILES	D2 ag	USP1-UAF1 inh	TrxR1 substrate	TRHR ag	TRHR enhancer	Pin1 inhibitor	rTrxR1 inhibitor	D2 antagonist	mIDH1 inhibitor
N=C1C(c2nc(-c3ccc(Cl)cc3)cs2)=C(O)CN1CCCN1CCOCC1	-2.3	-19%	-24%[57.1 µM]	0.4	-5	6%	12%[57.1 µM]	13	0%
CCOC(=O)CSc1nc2c(sc(=S)n2Cc2ccco2)c(=O)n1-c1ccccc1	0.2	-14%	0%	0.6	-21	11%	?	0	6%
COc1ccc(Cl)cc1C(=O)Nc1ccccc1N1CCN(C)CC1	1.3	-11%	-10%	1.7	9	4%	-6%	3	2%
O=C(Cn1nc(-c2cccc(Cl)c2)ccc1=O)Nc1ccc(C(=O)NC2CC2)cc1	0.6	-10%	4%[57.1 µM]	0.5	10	-3%	19%[57.1 µM]	-17	1%
O=C(Nc1ccc(Cl)cn1)C1CCN(c2ncnc3c2nc2n3CCCCC2)CC1	-0.2	-23%	-2%	-0.2	-10	0%	17%	11	-15%
Cc1cc(C(=O)N(Cc2nnc(-c3ccc(Cl)cc3)o2)C(C)C)c2ccccc2n1	0.2	1%	-5%	0.1	-5	6%	3%	16	-7%
O=C(Nc1nnc(C2=COCCO2)o1)C1CCCCC1	-0.3	-18%	13%[57.1 µM]	0.6	9	-4%	24%[57.1 µM]	0	0%
O=C(c1ccccc1Br)N(Cc1ccco1)Cc1ccco1	-0.6	5%	-2%	-1.2	-5	4%	4%	.	2%
O=C(CN1C(=O)S/C(=C/C=C/c2ccccc2)C1=O)Nc1ccc(C(=O)O)cc1	-0.7	-26%	-6%[57.1 µM]	-2.1	2	-2%	-5%[57.1 µM]	11	-4%
Cn1c(-c2ccc3c(c2)OCO3)cnc1NCc1ccc(Cl)cc1	0.7	-25%	10%	-0.1	2	-6%	4%	-14	14%
C=CCN1C(=O)c2cccc3c(Br)ccc(c23)C1=O	0.3	-17%	6%	-0.4	4	-3%	24%	8	-8%
COc1ccc(CN2CCN(Cc3ccco3)CC2)c(OC)c1	0.2	-12%	-11%[57.1 µM]	-0.4	6	0%	11%[57.1 µM]	-6	2%
O=C(Nc1cccc(Cl)c1)c1ccc(F)c(S(=O)(=O)NCc2cccs2)c1	0.5	-10%	-7%	0.5	2	12%	-11%	-6	2%
CSc1ncc(C(=O)Nc2ccccc2)cn1	1.0	2%	-14%	0.0	-2	0%	-21%	-11	-2%
CN(CC(=O)Nc1cc(S(=O)(=O)N2CCCC2)ccc1Cl)Cc1nc2ccccc2c(=O)[nH]1	.	-9%	-14%	.	.	1%	-15%	.	-15%

No new results follow: 2 of the compounds above.
SMILES	D2 ag	USP1-UAF1 inh	TrxR1 substrate	TRHR ag	TRHR enhancer	Pin1 inhibitor	rTrxR1 inhibitor	D2 antagonist	mIDH1 inhibitor
Cn1c(-c2ccc3c(c2)OCO3)cnc1NCc1ccc(Cl)cc1	0.7	-25%	10%	-0.1	2	-6%	4%	-14	14%
C=CCN1C(=O)c2cccc3c(Br)ccc(c23)C1=O	0.3	-17%	6%	-0.4	4	-3%	24%	8	-8%
